# CHRM4 PAM = human M4 muscarinic receptor positive allosteric modulators, primary screen, CHO-K1 cells, Fluo-8 calcium fluorescence; CHO-K1 hM4/Gqi5, ACh EC20; 0% = ACh EC20, 100% = maximal ACh; activation, % at 3 µM; 360,000 compounds, 0.4% hits; AID 624126, 2012; Muscarinic acetylcholine receptor M4 (Homo sapiens), P08173;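 active means activation above its plate's cutoff, the mean activation of sample wells plus 3 SD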; further: some results filed as inactive read as strong as hits
# Target sequence (P08173 whole entry, looked up): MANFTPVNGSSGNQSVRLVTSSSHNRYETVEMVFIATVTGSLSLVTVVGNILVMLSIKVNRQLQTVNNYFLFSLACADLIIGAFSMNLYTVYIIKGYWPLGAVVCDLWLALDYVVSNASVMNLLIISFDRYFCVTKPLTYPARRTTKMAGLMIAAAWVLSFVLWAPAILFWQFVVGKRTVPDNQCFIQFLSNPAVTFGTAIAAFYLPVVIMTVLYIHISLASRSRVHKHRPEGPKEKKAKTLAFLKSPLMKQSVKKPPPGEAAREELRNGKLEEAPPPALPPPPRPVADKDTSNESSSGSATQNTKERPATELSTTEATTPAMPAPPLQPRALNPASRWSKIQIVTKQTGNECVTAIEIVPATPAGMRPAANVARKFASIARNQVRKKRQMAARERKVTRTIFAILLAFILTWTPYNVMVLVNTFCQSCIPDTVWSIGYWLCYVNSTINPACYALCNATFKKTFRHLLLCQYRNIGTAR
# CRFBP-R2 agonist = agonists of CRF-BP/CRF-R2 complex, primary screen, cell-based, HEK293, calcium dye fluorescence, uHTS; AID 588473, 2011; calcium dye fluorescence (FLIPR); percent of saturating CRF peptide response; CRF-binding protein / CRF receptor 2 complex (human); 350,000 compounds, 0.46% hits; activation, % at 13.2 µM;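 active means activation of at least 50%, plus an integration ratio under a set limit after plate pattern correction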;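 further: plate controls were neutral control wells without compound for no effect and CRF at EC100 for full effect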
# CHRM4 agonist = human M4 muscarinic receptor agonists, primary screen, CHO-K1 cells, Fluo-8 calcium fluorescence | Muscarinic acetylcholine receptor M4 (Homo sapiens), P08173 | CHO-K1 hM4/Gqi5; vehicle 0%, full acetylcholine response 100% | activation, % at 3 µM | 360,000 compounds, 0.14% hits;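 active means activation above the run mean over all test wells plus 3 SD, cut at about 32% in these data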;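 further: peak over basal fluorescence ratio per well then scaled between controls; 0% = DMSO wells and 100% = acetylcholine at EC100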
# CRFR2-BP antag = antagonists of CRF-BP/CRF-R2 complex, primary screen, cell-based, HEK293, calcium dye fluorescence, uHTS; CRF-induced calcium fluorescence; inhibition, % at 11.8 µM; 350,000 compounds, 0.59% hits; AID 588475, 2011;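 active means inhibition of the ligand-induced calcium signal above about 50% at the single tested concentration, limit read from the data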
# M4 antag = human M4 muscarinic receptor antagonists, primary screen, CHO cells, Fluo-8 calcium fluorescence | Muscarinic acetylcholine receptor M4 (Homo sapiens), P08173 | AID 624125, 2012 | inhibition, % at 3 µM | 360,000 compounds, 0.73% hits | CHO-hM4 cells, ACh EC80;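 active means inhibition above its plate's cutoff, the mean inhibition of sample wells plus 3 SD, cut at about 27% in these data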;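 further: 0% = acetylcholine EC80 with DMSO and 100% = DMSO without agonist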
# IDE cell inh = human IDE inhibitors in live cells, primary screen, fluorescence polarization, HEK cells, FAbetaB substrate | 320,000 compounds, 0.41% hits | Insulin-degrading enzyme (Homo sapiens), P14735 | FAbetaB cleavage | inhibition, % at 5.59 µM;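 active means percent inhibition above the average of all tested compounds plus 3 SD, set per screening campaign, cut at about 16% in these data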;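 further: IDE supplied by intact live HEK cells; FP after avidin binding of uncleaved biotin substrate so inhibition keeps polarization high; 0% = DMSO wells and 100% = 60 µM reference IDE inhibitor Ii1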
# CHRM5 antagonist = human M5 muscarinic receptor antagonists, primary screen, CHO cells, Fluo-8 calcium fluorescence. Muscarinic acetylcholine receptor M5 (Homo sapiens), P08912. CHO-hM5 cells, ACh EC80. inhibition, % at 3 µM. 360,000 compounds, 0.59% hits;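 active means inhibition above a per-plate cutoff, the mean of that plate's test compounds plus 3 SD, cut at about 27% in these data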;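 further: 0% = acetylcholine EC80 with DMSO and 100% = DMSO without agonist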
# Target sequence (P08912 whole entry, looked up): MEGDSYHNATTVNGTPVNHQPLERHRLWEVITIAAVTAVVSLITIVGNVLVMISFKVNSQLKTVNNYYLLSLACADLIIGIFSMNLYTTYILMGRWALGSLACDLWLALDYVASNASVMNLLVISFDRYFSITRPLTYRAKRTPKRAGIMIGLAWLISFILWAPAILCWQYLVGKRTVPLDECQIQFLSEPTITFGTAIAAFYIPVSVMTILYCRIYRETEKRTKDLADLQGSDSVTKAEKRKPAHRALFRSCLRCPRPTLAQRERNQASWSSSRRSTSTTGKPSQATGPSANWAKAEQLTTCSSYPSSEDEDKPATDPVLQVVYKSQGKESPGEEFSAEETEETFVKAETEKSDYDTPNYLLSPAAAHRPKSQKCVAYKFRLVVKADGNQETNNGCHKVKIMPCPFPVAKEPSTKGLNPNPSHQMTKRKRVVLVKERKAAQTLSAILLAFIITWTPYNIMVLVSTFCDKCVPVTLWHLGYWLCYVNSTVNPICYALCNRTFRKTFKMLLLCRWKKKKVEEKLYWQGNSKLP
# CHRM5 agonist = human M5 muscarinic receptor agonists, primary screen, CHO-K1 cells, Fluo-8 calcium fluorescence. Muscarinic acetylcholine receptor M5 (Homo sapiens), P08912. CHO-K1 hM5 cells; 0% DMSO wells, 100% maximal acetylcholine response. activation, % at 3 µM. 360,000 compounds, 0.19% hits;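 active means activation above the run's mean over test compounds plus 3 SD, cut at about 23% in these data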;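 further: signal is peak over basal fluorescence ratio across the kinetic read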
# CHRM5 PAM = human M5 muscarinic receptor positive allosteric modulators, primary screen, CHO-K1 cells, Fluo-8 calcium fluorescence | Muscarinic acetylcholine receptor M5 (Homo sapiens), P08912 | CHO-K1 hM5, ACh EC20 PAM; 0% = ACh EC20, 100% = ACh EC100 | activation, % at 3 µM | 360,000 compounds, 0.3% hits | AID 624038, 2012;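 active means activation above the run cutoff, the mean activation of all test compounds plus 3 SD, cut at about 18% in these data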
#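 Measured by: Fluo-8 calcium fluorescence; material: human M5 receptor in CHO-K1 cells; schedule: Post-acetylcholine fluorescence recording 140 s; benchmarks: low control EC20 acetylcholine (0%), high control EC100 acetylcholine (100%); read-out: Max/basal fluorescence ratio as % of EC20–EC100 ACh window; compound: single dose, 3 µM nominal final test concentration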
# * = called active by the depositor; nt = no result given; & = joins results of further samples.
SMILES,CHRM4 PAM,CRFBP-R2 agonist,CHRM4 agonist,CRFR2-BP antag,M4 antag,IDE cell inh,CHRM5 antagonist,CHRM5 agonist,CHRM5 PAM
CCOC(=O)c1c(N=CN(C)C)c(C#N)n2c1CCC2,9,-2.4,0,-6,0,1,-2,-4,-2
Cc1nnc(SCC(=O)N2c3ccccc3Sc3ccccc32)n1N,8,-0.8,1,-21,-3,-3,4,-2,-3
Cc1nn(-c2ccccn2)c2c1C(=O)CC(C)(C)C2Br (configuration not stated),-3,0.5,0,-11,0,3,-3,-3,1
Nc1nc(SCc2ccc(Cl)cc2Cl)n[nH]1,1,0.8,0,-4,2,-2,-10,-4,-1
O=C(CN1C(=O)NC(c2ccccc2)(c2ccccc2)C1=O)Nc1ccc2[nH]c(=O)[nH]c2c1,9,-0.4,0,-11,13,1,3,-5,6
CC(=O)NCCn1c(SCc2ccc(C)cc2)nc2ccccc2c1=O,5,-2.2,0,-16,-5,3,0,-1,-4
Cc1ccccc1N1CCN(CCN2C(=O)CC(=C3c4ccccc4-c4ccccc43)C2=O)CC1,14,0.3,1,-4,-11,5,-4,2,6
CCOC(=O)CC1C(=O)NCCN1C1CCCC1 (configuration not stated),-1,-0.9,0,-9,7,-2,9,1,-2
O=C(c1ccco1)N1C(=O)c2cccc3c(S(=O)(=O)N4CCCC4)ccc1c23,-1,0.1,0,-12,3,0,6,-1,2
COc1ccc(C(C(=O)NC2CCCCC2)N(Cc2cccs2)C(=O)Cc2c[nH]c3ccccc23)cc1OC (configuration not stated),3,2.9,2,52*,-1,-5,1,4,2
COC(=O)C1=C(NC(C)=O)CCS1,1,-1.5,0,-7,4,-2,6,-2,-4
COC(=O)[C@]12CCCCC=C1N(CCc1ccc(OC)c(OC)c1)C(=O)[C@H](CC(=O)NCc1ccccc1)C2,-4,nt,19,nt,-18,nt,14,5,-14
CC(OC(=O)C1=COCCO1)C(=O)NC1(C#N)CCCCC1 (configuration not stated),8,3.1,3,-5,4,0,-2,5,7
CC(OC(=O)c1cc(=O)[nH]c2ccccc12)C(=O)Nc1ccccc1F (configuration not stated),-1,-2.5,1,-5,-1,3,-7,2,4
COc1ccc([C@@H]2CC=C(C(=O)O)[C@H](c3ccc(C(C)(C)C)cc3)N2S(=O)(=O)c2ccc(C)cc2)cc1OC,-8,-2.7,1,22,12,5,-6,1,-3
CN1/C(=C\C=C2\N=C(c3ccc(F)cc3)OC2=O)C(C)(C)c2ccccc21,-23,39,7,-31,51*,9,19,5,-4
COc1cccc(C(C(=O)NCc2ccccc2)N2CCN(c3cccc(C)c3C)CC2)c1OC (configuration not stated),6,nt,2,nt,-9,nt,7,-2,-5
CCN(CC)C(=O)c1cccc(-c2csc(C(O)c3ccc(F)c(OC)c3)n2)c1 (configuration not stated),0,nt,12,nt,3,nt,-1,8,-6
Cc1ccc(N(CC(=O)N2CCN(c3ccc(F)cc3)CC2)S(=O)(=O)c2c(C)nn(C)c2C)cc1,7,-4.9,1,-32,-1,3,4,-1,-4
O=C(CCSCCC(=O)NCc1ccc(F)cc1)NCc1ccc(F)cc1,5,-1.2,1,13,-6,3,5,-2,-4

# Printed as active in M4 antag, of those listed so far:
SMILES,CHRM4 PAM,CRFBP-R2 agonist,CHRM4 agonist,CRFR2-BP antag,M4 antag,IDE cell inh,CHRM5 antagonist,CHRM5 agonist,CHRM5 PAM
CN1/C(=C\C=C2\N=C(c3ccc(F)cc3)OC2=O)C(C)(C)c2ccccc21,-23,39,7,-31,51*,9,19,5,-4

# Carrying on:
SMILES,CHRM4 PAM,CRFBP-R2 agonist,CHRM4 agonist,CRFR2-BP antag,M4 antag,IDE cell inh,CHRM5 antagonist,CHRM5 agonist,CHRM5 PAM
Cc1ccc(S(=O)(=O)N(CC(=O)N2CCCCCC2)c2ccccc2)cc1,-7,-4.1,-1,-14,5,-2,1,-4,-3
CCN(CC(=O)Nc1ccccc1C(F)(F)F)C(=O)c1ccc(N2C(=O)CCC2=O)cc1,4,0.7,1,6,-4,-3,3,-3,-1
Cc1ccc(-c2nc(N)n(C(=O)Cc3ccccc3)n2)cc1,1,2.2,0,-19,-5,2,-6,-1,6
CC(=O)NC(Cc1c[nH]c2ccccc12)C(=O)NCCc1ccccn1 (configuration not stated),-5,1.3,1,-9,2,3,20,-3,-1
Cc1nc2ccc([N+](=O)[O-])cc2c(=O)n1Cc1cccc(F)c1,-3,-1.5,3,31,2,1,3,-6,-7
N#Cc1cccc(OC(=O)C2CCN(C(=O)c3ccc(F)cc3)CC2)c1,-1,-0.8,2,-10,-11,nt,1,4,-2
Cc1cc(NC(=O)NC(=O)c2cccc(OC(F)(F)C(F)F)c2)n[nH]1,-1,-0.4,1,8,6,1,1,-4,1
CC(C)(C)C(=O)COC(=O)c1cc2ccccc2cc1O,-5,0.9,-1,2,8,5,2,1,-9
Cc1ccc(N(CC(=O)Nc2ccc(C)cn2)S(=O)(=O)c2c(C)nn(C)c2C)cc1,20,-0.3,1,-21,9,3,8,-4,-4
CCCc1nn(CCc2ccccn2)c(N)c1CC,2,-0.7,-1,8,4,1,2,-1,-5
C/C(N)=C(/C#N)C(=O)CSc1nnc(Nc2c(C)cccc2C)s1,7&0,0.3&4.6,3&5,-9&-14,-3&-4,-5,12&-4,-1&-5,-4&-6
COc1ccccc1-c1ccc(=O)n(CC(=O)NC2CCc3ccccc32)n1 (configuration not stated),0,-3.4,3,-10,-4,-2,7,-6,-4
CC1(C)CC(=O)c2c(O)cc(OCC(=O)Nc3ccc(CCO)cc3)cc2O1,0,-1.8,16,1,-12,-2,8,11,-13
CCOC(=O)c1nc(C)sc1-c1ccnn1S(=O)(=O)c1ccc(Cl)cc1Cl,-6,-0.7,2,23,-10,4,0,-2,4
Cc1nnc(SCC(=O)N2CCC(C(=O)Nc3nccs3)CC2)n1Cc1ccccc1,2,-4.4,1,14,-1,nt,-3,-11,11
CC(C)(C)Nc1nc(Oc2ccc(=O)[nH]n2)nc(N2CCOCC2)n1,7,-0.7,3,-1,-27,-2,-9,-6,-12
Cc1ccc(C(=O)c2coc3cc([N+](=O)[O-])c(O)c([N+](=O)[O-])c23)cc1,31*,-6.2,-1,47,-2,2,7,-2,-4
CC(=O)C1=C(O)C(=O)N(c2ccc(C)cc2)C1c1ccccn1 (configuration not stated),-4,-2.7,0,24,0,0,4,-6,2
COc1ccc(OCCSc2nc(C)c(Cc3ccccc3)c(=O)[nH]2)cc1,-1,0.1,0,-1,2,-4,9,0,2
Cc1ccc(C(=O)N2CC(C)OC(C)C2)cc1S(=O)(=O)N1CCCCC1 (configuration not stated),3,-1.0,2,2,-14,-4,8,4,2

# 3 entries from above in another layout:
Structure: COc1ccccc1-c1ccc(=O)n(CC(=O)NC2CCc3ccccc32)n1 (configuration not stated)
  CHRM4 PAM = 0; CRFBP-R2 agonist = -3.4; CHRM4 agonist = 3; CRFR2-BP antag = -10; M4 antag = -4; IDE cell inh = -2; CHRM5 antagonist = 7; CHRM5 agonist = -6; CHRM5 PAM = -4
Structure: CC1(C)CC(=O)c2c(O)cc(OCC(=O)Nc3ccc(CCO)cc3)cc2O1
  CHRM4 PAM = 0; CRFBP-R2 agonist = -1.8; CHRM4 agonist = 16; CRFR2-BP antag = 1; M4 antag = -12; IDE cell inh = -2; CHRM5 antagonist = 8; CHRM5 agonist = 11; CHRM5 PAM = -13
Structure: CCOC(=O)c1nc(C)sc1-c1ccnn1S(=O)(=O)c1ccc(Cl)cc1Cl
  CHRM4 PAM = -6; CRFBP-R2 agonist = -0.7; CHRM4 agonist = 2; CRFR2-BP antag = 23; M4 antag = -10; IDE cell inh = 4; CHRM5 antagonist = 0; CHRM5 agonist = -2; CHRM5 PAM = 4

# Limited to CRFR2-BP antag and M4 antag, for some of the entries so far:
smiles | CRFR2-BP antag | M4 antag
CC(OC(=O)C1=COCCO1)C(=O)NC1(C#N)CCCCC1 (configuration not stated) | -5 | 4
COc1ccc(C(C(=O)NC2CCCCC2)N(Cc2cccs2)C(=O)Cc2c[nH]c3ccccc23)cc1OC (configuration not stated) | 52* | -1
O=C(c1ccco1)N1C(=O)c2cccc3c(S(=O)(=O)N4CCCC4)ccc1c23 | -12 | 3
Cc1ccc(C(=O)N2CC(C)OC(C)C2)cc1S(=O)(=O)N1CCCCC1 (configuration not stated) | 2 | -14

# Going on with the list.
SMILES,CHRM4 PAM,CRFBP-R2 agonist,CHRM4 agonist,CRFR2-BP antag,M4 antag,IDE cell inh,CHRM5 antagonist,CHRM5 agonist,CHRM5 PAM
Cc1sc(-c2ccccn2)nc1OC(=O)c1ccc(Cl)cc1,6,-0.7,-1,7,2,9,-6,-2,-1
COc1cccc(C(=O)CSc2nnc(CNS(=O)(=O)c3ccc(C)cc3)n2C)c1,-12,-2.7,4,-7,-6,nt,-2,-3,-5
COc1cc2c(cc1OC)/C(=C/C(=O)c1ccc(OC)c([N+](=O)[O-])c1)NCC2,2,-0.1,10,57*,-1,nt,6,4,-9
CNC(=O)CN(c1cccc(Br)c1)S(C)(=O)=O,-2,-0.7,1,-8,1,3,-2,-4,8
COc1ccccc1C(=O)NCCC(=O)NCc1ccccn1,3,0.0,1,-2,0,-3,0,0,0
C=CCn1c(=O)c2ccccc2n2c(SCC(=O)Nc3sc(C(=O)N(CC)CC)c(C)c3C(=O)OCC)nnc12,-8,3.8,-1,6,11,-3,-3,-11,-1
Cc1nn(-c2ccccc2)c(C)c1/C=N/NC(=O)c1ccccc1NS(=O)(=O)c1cccs1,-27,-1.3,4,-3,6,2,3,2,-8
CC(=O)Nc1sc(N/N=C\c2ccccc2F)nc1-c1cccs1,6,-1.1,1,6,-6,4,-3,-2,0
CNC(=S)Nc1cccc(S(=O)(=O)NCc2ccco2)c1,7,-2.4,0,-15,9,1,5,1,5
O=C(c1ccccc1)N1CCN(Cc2cccc(Oc3ccccc3)c2)CC1,7,0.5,2,10,-2,-2,5,-5,-3
COc1ccc(C(C(=O)NC2CCCC2)n2c(C3CCN(C(C)=O)CC3)nc3ccccc32)cc1 (configuration not stated),8,nt,2,nt,-5,nt,-5,2,7
CC(c1nc2ccccc2c(=O)[nH]1)N1CCN(S(=O)(=O)c2ccc(F)c(Cl)c2)CC1 (configuration not stated),-9,0.0,18,10,-5,nt,0,3,-13
O=S(=O)(c1cc(Br)ccc1Br)N1CCCCCC1,2,-2.8,-3,4,-39,4,1,-4,-1
O=C(CN1CCCc2ccccc21)N/N=C/c1ccccc1O,-5,-0.1,1,-2,1,-4,5,-3,-9
O=C1NCCN(Cc2ccc(Cl)c(F)c2)C1CC(=O)N1CCCO1 (configuration not stated),11,-0.5,1,-2,-7,6,2,-2,-1
O=C(CCNC(=O)c1ccccc1)Nc1ccc(Cl)c(S(=O)(=O)N2CCCCC2)c1,-6,-2.1,7,-8,1,3,16,1,-8

# Screening results from PubChem.
